# Screening data deposited in PubChem by National Center for Advancing Translational Sciences (NCATS).
# NPSR antag: qHTS Assay for Antagonists of the Neuropeptide S Receptor: cAMP Signal Transduction; Q6W5P4; CHO-NPSR cells, cAMP TR-FRET, antagonist mode; Potency, µM (series often up to 38.3 µM), without a hit: at the top dose activity change, negative = inhibition, most hits filed as inhibitors; hit rate 1% among 220,000; further: potency means the concentration at half of the fitted maximal effect; on the % scale 0 is the no-effect control and ±100 the full control effect; nearly all actives have a fitted effect of over 50% in size; many of its hits are not listed in these tables
# Target sequence (Q6W5P4 whole entry, looked up): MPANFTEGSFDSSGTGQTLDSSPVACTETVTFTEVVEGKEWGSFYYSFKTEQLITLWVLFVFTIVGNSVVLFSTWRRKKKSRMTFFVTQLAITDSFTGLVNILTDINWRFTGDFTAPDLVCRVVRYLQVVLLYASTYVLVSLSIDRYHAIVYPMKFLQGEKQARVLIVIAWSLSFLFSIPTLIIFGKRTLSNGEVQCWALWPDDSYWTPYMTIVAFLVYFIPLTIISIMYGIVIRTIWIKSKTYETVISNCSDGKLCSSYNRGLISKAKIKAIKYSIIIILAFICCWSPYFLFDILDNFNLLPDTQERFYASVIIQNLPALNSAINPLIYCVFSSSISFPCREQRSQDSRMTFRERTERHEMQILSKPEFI
# IMPase Li inh: qHTS Assay for Identifying the Cell-Membrane Permeable IMPase Inhibitors: Potentiation with Lithium; hit rate 0.35% among 210,000; AID 1457, 2008; Potency, µM (titrated, usually from 59.4 µM), without a hit: at the highest dose activity, negative = IMPase inhibition, most hits filed as inhibitors; CHO-M1 cells, IP1 TR-FRET (IP-One), carbachol + lithium;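 further: IP1 builds up when IMPase is blocked and the TR-FRET signal falls; potency means the concentration at half of the fitted maximal effect; plate controls were basal vehicle for no effect and high inhibitor control for full effect; nearly all actives have a fitted effect of over 50% in size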
#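 Readout is a homogeneous TR-FRET IP1 immunoassay (Ex 320, Em 665 and 620), where raised cytosolic IP1 lowers signal. Cells were CHO-M1 treated 30 min at 37C with test compounds plus a little lithium; AC50 values came from Hill-equation fitting.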
# Luc counter: Counterscreen for Luciferase (Kinase-Glo TM) Inhibition; Kinase-Glo luciferase, ATP luminescence, 8 min; AID 1379, 2008; Potency, µM (doses to about 38.3 µM), for inactives: top-dose activity change, negative = inhibition, most hits filed as inhibitors; hit rate 0.28% among 200,000; Luciferin 4-monooxygenase (Photuris pensylvanica), Q27757; further: potency means the concentration at half of the fitted maximal effect; on the % scale 0 is the no-effect control and ±100 the full control effect; nearly all actives have a fitted effect of over 60% in size
#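 Light output from Kinase-Glo luciferase with luciferin and 10 uM ATP in 50 mM imidazole pH 7.2, KCl, MgCl2, Tween 20, BSA; compound pin-delivered, 8-min ambient incubation, then luminescence read.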
# CBFb-RUNX1 inh: qHTS Assay for Compounds Blocking the Interaction Between CBF-beta and RUNX1 for the Treatment of Acute Myeloid Leukemia. Runt-related transcription factor 1 (Homo sapiens) + Core-binding factor subunit beta …. AlphaScreen CBFb-His/RUNX1-biotin binding, biochemical. Potency, µM (series often up to 59.8 µM), for inactives: at the highest dose activity, negative = inhibition, actives largely listed as inhibitors. 230,000 tested, under 10 active. AID 1477, 2009; further: % of control where 0% means no effect
#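 CBFb-His/RUNX1-biotin, 30 nM each, preincubated 20 min RT; compound 15 min RT; Ni + streptavidin beads 50 ng each, 90 min RT; AlphaScreen read.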
# aGal spleen mod: qHTS Assay for Inhibitors and Activators of Human alpha-Galactosidase From Spleen Homogenate; human spleen homogenate, 4MU-alpha-Gal fluorescence, 40 min; Potency, µM (titrated, usually from 80 µM), for inactives: at the top dose activity change, negative = inhibition, actives largely listed as inhibitors; hit rate 0.008% among 240,000; AID 2107, 2009;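 further: potency means the concentration at half of the fitted maximal effect; 0% = enzyme with vehicle and -100% = no enzyme basal signal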
# Target sequence (P06280 32-429 limits assumed): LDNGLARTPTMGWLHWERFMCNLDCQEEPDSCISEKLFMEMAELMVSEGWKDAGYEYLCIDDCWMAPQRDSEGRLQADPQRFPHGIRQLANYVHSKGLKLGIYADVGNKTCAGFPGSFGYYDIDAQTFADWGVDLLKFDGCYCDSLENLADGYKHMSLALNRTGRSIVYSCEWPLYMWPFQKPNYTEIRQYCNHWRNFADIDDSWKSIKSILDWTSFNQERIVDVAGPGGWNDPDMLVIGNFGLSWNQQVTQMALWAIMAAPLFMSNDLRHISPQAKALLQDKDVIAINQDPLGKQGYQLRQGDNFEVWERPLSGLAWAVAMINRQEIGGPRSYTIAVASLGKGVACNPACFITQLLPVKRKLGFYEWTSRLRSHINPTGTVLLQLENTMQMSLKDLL
#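 qHTS titration in buffer at pH 5.0. Alpha-galactosidase activity in spleen homogenate was measured via 4-methylumbelliferone release from 1 mM fluorogenic substrate after 40 min at 37C and a pH 10 stop. AC50 came from Hill fits of control-normalized data.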
# Lamin A splicing: qHTS Assay for Modulators of Lamin A Splicing | HeLa LMNA splicing GFP/RFP minigene ratio, 48 h | Potency, µM (top dose mostly 46.1 µM), inactives show at the top dose ratio change, negative = inhibition, actives largely listed as inhibitors | hit rate 0.01% among 200,000; active means well fitted inhibition curve with a large enough effect in the signal ratio, with a control signal flat, not every such curve was filed as active; inconclusive means small, poorly fitted or top-dose-only effect, or effect the other way, or a change in a side signal; the % refers to the signal ratio; further: potency means the concentration at half of the fitted maximal effect; on the % scale 0 is the no-effect control and ±100 the full control effect
#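 Read-out is the ratio of GFP to DsRed2 object intensity, acquired by 488 nm laser-scanning cytometry on HeLa lamin A-EGFP minigene reporter cells. Compound incubation 48 hrs at 37 °C in Opti-MEM with 2% FBS; DMSO 0.5% final.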
# Epigenetic reg: Quantitative High-Throughput Screen for Regulators of Epigenetic Control | murine LDR cells, GFP reporter derepression, 30 h | Potency, µM (highest dose often 53.9 µM), inactives show top-dose GFP activation, actives largely listed as activators | hit rate 0.2% among 280,000; further: potency means the concentration at half of the fitted maximal effect; % of control where 0% means no effect; nearly all actives have a fitted effect of over 60% in size
#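 Murine LDR cells carrying a silenced, genomically integrated CMV-driven GFP reporter were exposed to compound for 30 hours at 37 C. After PBS washes, GFP-positive cells (20–120 um objects) were counted by laser-scanning microplate cytometry.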
# The depositor's hits bear a star; u = inconclusive; x = no result given; [ ] = dose if it differs, or a comment. Unless noted, the call rests on the fitted dose curve; in most records, active means well fitted curve in the direction sought with a large enough effect; inconclusive means small, poorly fitted or top-dose-only effect, or another doubt; inactive means no such curve, though single readings can be large; an effect the other way counts as inactive or inconclusive.
SMILES,NPSR antag,IMPase Li inh,Luc counter,CBFb-RUNX1 inh,aGal spleen mod,Lamin A splicing,Epigenetic reg
O=C(Nc1ccc(F)c(F)c1)c1ccccc1-c1ccccc1,-27%[46.1 µM],x,x,1%,3%,-7%,-0.9%
CCn1c2ccccc2c2c3ncc4cccn4c3ccc21,13%,x,x,u,5%,x,3.7%
CC(=O)Oc1cccc(/C=c2\sc3nc(-c4ccco4)nn3c2=O)c1,-25%[46.1 µM],42%[activator][38.3 µM],8%,-8%,7%,-5%,2.2%
O=C1NCCN1Cc1ccccc1,14%[46.1 µM],-21%[38.3 µM],0%,2%,2%,19%,-1.8%
CCN1CN(Cc2ccco2)CNC1=S,18%,-8%,-6%,2%,7%,7%,0.0%
Cc1ccc(/C=C2\SC(=S)N(c3cccnc3)C2=O)cc1,-18%,8%,-2%,-5%,0%,u,6.0%
O=C1CC(=O)C(n2cncn2)C(c2ccc(Cl)cc2Cl)C1 (centres undefined),-13%[46.1 µM],-11%,7%,5%,7%,-10%,-0.9%
COC(=O)C1=NN(C(C)=O)C2(CC(=O)N(c3cc(C)cc(C)c3)C2=O)C1 (centres undefined),1%,2%,-1%,-3%,-5%,-5%,-1.9%
NC(=O)c1ccc2c(=O)n3c(-c4cc(Cl)c(N)c(Cl)c4)csc3nc2c1,-8%,x,x,u,-5%,x,-1.5%
CC(=O)c1ccc(N=Nc2ccc(N)cc2)cc1,13%[7.67 µM],x,x,9%,6%,x,1.4%
CCOc1cc(S(=O)(=O)NC2CCCCCC2)ccc1F,-27%[46.1 µM],52%[activator][38.3 µM],7%,8%,-3%,u,-2.1%
O=C(CCCC(=O)NCC1CCCO1)NCC1CCCO1 (centres undefined),3%[46.1 µM],11%[38.3 µM],0%,8%,1%,9%,0.0%
COc1ccc(/C=N/NC(=O)CN(CCc2ccccc2)S(=O)(=O)c2ccc(NC(C)=O)cc2)cc1OC,-6%,1%,-1%,-6%,-11%,u,0.9%
Cc1ccc(NC(=O)NC(=S)NC(=O)c2ccccc2)cc1,-30%,-3%,0%,3%,1%,u,1.6%
Cc1cc(-c2nc3ncccc3o2)ccc1NC(=O)CC(C)C,-1%,-14%,5%,6%,3%,-10%,-1.0%
O=C(CSc1nnc(-c2cccnc2)o1)OC1CCCCC1,-9%[46.1 µM],21%[38.3 µM],-1%,3%,-19%,0%,0.9%
CS/C(=C\[N+](=O)[O-])Nc1ccc(Cl)cc1,-9%[46.1 µM],14%[38.3 µM],0%,-5%,-1%,0%,-2.6%
CC(=O)OC1COC(OC2C(O)C(C)OC(OC3C(OC4CCC5(C)C(CCC6(C)C5CC=C5C7CC(C)(C)CCC7(C(=O)O)CCC56C)C4(C)CO)OCC(O)C3O)C2O)C(O)C1OC(C)=O (centres undefined),u,10%,x,6%,-3%,x,4.5%
COc1ccc(C2OC(=O)c3ccccc3S2)cc1 (centres undefined),-5%[46.1 µM],11%[38.3 µM],1%,16%,6%,14%,-4.0%
COc1ccc(N(CC(=O)N2c3ccccc3CC2C)S(=O)(=O)c2c(C)nn(C)c2C)cc1 (centres undefined),-12%[46.1 µM],7%[38.3 µM],-3%,-8%,-11%,4%,0.0%
CCCCOc1ccc(NC(=O)c2cc(F)c(F)cc2Cl)cc1,-13%,16%,-6%,9%,5%,13%,1.1%
O=S(=O)(c1ccccc1)N1CCN(S(=O)(=O)c2ccccc2)C1,15%[46.1 µM],-9%[38.3 µM],0%,12%,-30%,1%,-1.0%
O=C(/C=C/c1ccc(Br)o1)Nc1nnc(C2CC2)s1,15%,x,x,-12%,8%,x,17%
O=C(c1cc(-c2ccncc2)nc2ccccc12)N1CCN(S(=O)(=O)/C=C/c2ccccc2)CC1,u,x,x,8%,7%,-20%,-1.0%
Cc1ccc(S(=O)(=O)N(C)Cc2nc(-c3ccccn3)no2)cc1,-1%[46.1 µM],12%[38.3 µM],0%,3%,26%,-15%,0.0%

# Some of these compounds in order of heavy-atom count, high to low:
SMILES,NPSR antag,IMPase Li inh,Luc counter,CBFb-RUNX1 inh,aGal spleen mod,Lamin A splicing,Epigenetic reg
Cc1ccc(S(=O)(=O)N(C)Cc2nc(-c3ccccn3)no2)cc1,-1%[46.1 µM],12%[38.3 µM],0%,3%,26%,-15%,0.0%
CCOc1cc(S(=O)(=O)NC2CCCCCC2)ccc1F,-27%[46.1 µM],52%[activator][38.3 µM],7%,8%,-3%,u,-2.1%
CS/C(=C\[N+](=O)[O-])Nc1ccc(Cl)cc1,-9%[46.1 µM],14%[38.3 µM],0%,-5%,-1%,0%,-2.6%

# Record cards (already shown). Order of values: NPSR antag | IMPase Li inh | Luc counter | CBFb-RUNX1 inh | aGal spleen mod | Lamin A splicing | Epigenetic reg
# `CCOc1cc(S(=O)(=O)NC2CCCCCC2)ccc1F` reads -27%[46.1 µM] | 52%[activator][38.3 µM] | 7% | 8% | -3% | u | -2.1%
# `CC(=O)Oc1cccc(/C=c2\sc3nc(-c4ccco4)nn3c2=O)c1` reads -25%[46.1 µM] | 42%[activator][38.3 µM] | 8% | -8% | 7% | -5% | 2.2%

# Carrying on:
SMILES,NPSR antag,IMPase Li inh,Luc counter,CBFb-RUNX1 inh,aGal spleen mod,Lamin A splicing,Epigenetic reg
O=C(Nc1cccc(Cl)c1)c1csc(-c2ccccc2)n1,u,6%,1%,u,2%,u,-1.9%
COc1cc(NC(=O)c2ccc(S(=O)(=O)N(C)C)cc2)cc(OC)c1OC,-12%[46.1 µM],8%[38.3 µM],-1%,3%,7%,-3%,-1.0%
CCC(=O)N(C)CCc1cc2c(c(OC)c1/C=N/NC(=O)[C@H]1C[C@@H]1c1ccccc1)OCO2,u,x,x,0%,3%,x,0.4%
CCC(=O)NNc1nc2c(C)cccc2s1,22%,-1%,-1%,9%,2%,17%[9.22 µM],-1.5%
O=C(O)C#Cc1cccc2ccccc12,-5%,x,x,2%,3%,x,0.1%
O=S1(=O)NC(=NCc2ccco2)c2ccccc21,-4%[46.1 µM],-6%[38.3 µM],2%,7%,0%,1%,-4.3%
O=C1N=C(c2ccccc2)C(c2ccccc2)N1 (centres undefined),6%[46.1 µM],-15%[38.3 µM],-1%,-6%,3%,13%,1.0%
CCOC(=O)c1cn(CC2CC2)c2cc(F)c(F)cc2c1=O,-6%,4%,-9%,2%,3%,x,-1.1%
COCCN(C(C)=O)c1nnc(-c2ccccn2)s1,-12%[7.67 µM],-18%[38.3 µM],-5%,-2%,8%,u,5.8%
COc1cc([N+](=O)[O-])ccc1NC(=O)CN(C)C,-8%[46.1 µM],-4%,2%,-5%,0%,-10%,-0.9%
COc1ccc(/C=C/C(=O)c2cccs2)c(OC)c1,x,15%,-20%,-3%[21.7 µM],-4%,x,1.1%
CCOc1ccc(NC2=CC(=O)CC(c3ccco3)C2)cc1 (centres undefined),-8%,1%,-1%,-7%,1%,3%[46 µM],-2.3%
CCOC(=O)C1CCCN(Cc2cccs2)C1 (centres undefined),-4%[46.1 µM],28%[38.3 µM],-2%,-2%,4%,21%,-0.8%
Cc1cc(S(=O)(=O)NCc2ccco2)c(C)s1,-5%[46.1 µM],-4%[38.3 µM],-8%,-3%,-5%,-1%,0.0%
O=C(CC1CCCCC1)Nc1ccc(-c2ccc3nncn3n2)cc1,-16%,-9%,0%,0%,-1%,-16%[46 µM],2.6%
Cc1ccc(N2CCN(/N=C/c3ccncc3)CC2)cc1,10%,16%,-2%,-5%,0%,x,-1.5%
Nc1c(S(=O)(=O)c2cccc(Cl)c2)c2nc3ccccc3nc2n1/N=C/c1ccc(O)c(O)c1,u,4%[38.3 µM],0%,-21%,0%,u,u
CCc1cccc(C)c1NC(=S)NCc1ccc2[nH]c(C)cc2c1,-13%,0%,0%,-21%,1%,u,0.3%
C/C(=N/NC(=O)CNC(=O)c1ccccc1)c1ccc(C)cc1,5%,7%,2%,1%,3%,x,-0.1%
O=C(CSc1nc2c(cnn2-c2ccc(F)cc2)c(=O)[nH]1)N1CCCCCC1,-5%,1%,8%,-1%,-5%,u,2.0%
Cc1ccc(Oc2ccc(OCC(=O)NC(CC(C)C)C(=O)O)cc2)cc1 (centres undefined),-11%,7%,4%,10%,-15%,-13%[46 µM],-1.5%
CCN(CC)C(=O)c1sc(NC(=O)c2c(OC)cccc2OC)c(C#N)c1C,1%,-2%,-3%,3%,5%,u,1.1%
COc1ccc(C(=O)N2CCC[C@@]3(CCN(C(=O)Nc4cccc(C#N)c4)C3)C2)cc1,x,u,-3%,x,-1%,x,x
CS(=O)(=O)CCC(C(=O)OCc1ccc(Br)cc1)N1C(=O)c2ccccc2C1=O (centres undefined),15%,0%,2%,-4%,-8%,-8%,-1.0%
O=C1N/C(=N/O)S/C1=C/c1cccnc1,-2%,-1%,-4%,-1%,-10%,x,1.1%
Cc1nn(-c2ccccc2)c(Cl)c1/C=N/Nc1nncc(=O)[nH]1,-7%,x,x,1%,-5%,x,2.5%
COc1ccc(C2=NN(C(=O)c3cccs3)C(c3ccccc3OC)C2)cc1OC (centres undefined),-57%,22%,1%,-10%,-7%,-27%[46 µM],-0.2%
O=C(COC(=O)CCc1nc2ccccc2s1)Nc1ncc(Cl)cc1Cl,-15%[46.1 µM],x,x,-5%,5%,-11%,-1.4%
CC(C)(C)c1nnc(N/N=C/c2ccc(O)cc2)n(N)c1=O,18%,-1%,13%,-2%,4%,-1%,1.3%

# 5 records drawn at random from those above:
SMILES,NPSR antag,IMPase Li inh,Luc counter,CBFb-RUNX1 inh,aGal spleen mod,Lamin A splicing,Epigenetic reg
CCOC(=O)C1CCCN(Cc2cccs2)C1 (centres undefined),-4%[46.1 µM],28%[38.3 µM],-2%,-2%,4%,21%,-0.8%
Cc1cc(S(=O)(=O)NCc2ccco2)c(C)s1,-5%[46.1 µM],-4%[38.3 µM],-8%,-3%,-5%,-1%,0.0%
O=S1(=O)NC(=NCc2ccco2)c2ccccc21,-4%[46.1 µM],-6%[38.3 µM],2%,7%,0%,1%,-4.3%
O=C(CC1CCCCC1)Nc1ccc(-c2ccc3nncn3n2)cc1,-16%,-9%,0%,0%,-1%,-16%[46 µM],2.6%
O=C1N=C(c2ccccc2)C(c2ccccc2)N1 (centres undefined),6%[46.1 µM],-15%[38.3 µM],-1%,-6%,3%,13%,1.0%

# A portion of the library (hit frequency here may not be typical).
